BaF3 parental: parental Ba/F3 cell viability inhibition, counter-screen for JAK2V617F inhibitor project, murine pro-B, CellTiter-Glo luminescence | CellTiter-Glo ATP luminescence | inhibition, % at 5.6 µM | 1.1% of 220,000 active;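 active means inhibition above a per-campaign cutoff, the mean inhibition of all tested compounds plus 3 SD, cut at about 27% in these data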;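 further: 0% = DMSO wells and 100% = JAK Inhibitor I control wells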
Mdm2 ligase inh: MDM2-luciferase reporter signal enhancers, primary screen, MDM2 E3 ligase inhibitor project, cell-based, luminescence, 1536-well | 0.11% of 210,000 active | cell-based MDM2 ubiquitination luciferase reporter, 2 h; 0 = plate control, 100 = twice control, blank-subtracted | signal enhancement, % at 5 µM;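 active means signal enhancement of 30% or more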;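 further: luminescence tracks abundance of the self-degrading MDM2-luciferase fusion protein; higher signal means inhibition of MDM2 E3 ligase activity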
Target sequence (Q00987 whole entry, looked up, the tested form may be a part): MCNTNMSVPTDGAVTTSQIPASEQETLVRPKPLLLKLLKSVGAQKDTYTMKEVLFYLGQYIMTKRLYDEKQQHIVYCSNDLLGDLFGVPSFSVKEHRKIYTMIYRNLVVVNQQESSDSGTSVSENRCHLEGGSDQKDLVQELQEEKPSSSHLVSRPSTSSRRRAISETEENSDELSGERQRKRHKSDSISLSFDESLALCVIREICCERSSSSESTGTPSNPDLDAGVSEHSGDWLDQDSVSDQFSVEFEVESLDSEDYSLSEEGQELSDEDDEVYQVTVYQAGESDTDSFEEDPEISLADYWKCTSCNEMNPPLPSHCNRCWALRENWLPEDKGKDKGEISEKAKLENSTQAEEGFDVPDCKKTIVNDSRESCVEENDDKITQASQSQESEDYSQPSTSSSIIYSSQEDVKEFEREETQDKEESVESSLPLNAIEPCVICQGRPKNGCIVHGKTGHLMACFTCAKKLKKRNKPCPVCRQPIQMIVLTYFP
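Buffer or medium: Cells held in DMEM | Assay system: Stable mammalian line carrying autodegrading MDM2–luciferase fusion reporter | Quantity: 2000 cells/well | Times: 4 h settle plus 2 h compound, 37 °C | Doses: One concentration, 5 µM, with 0.2% DMSO | Technique: Luminescence with SteadyLite reagent, 15 min at room temperature | Benchmarks: Plate controls and plate blanks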
Ba/F3 V617F tox: reduced viability of JAK2V617F-dependent Ba/F3 cells, primary screen, JAK2V617F inhibitor project, cell-based, Ba/F3 EpoR-JAK2V617F, luminescence | ATP luminescence | AID 1446, 2008 | 1.1% of 220,000 active | inhibition, % at 5.6 µM;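 active means inhibition above the campaign mean plus 3 SD over all tested compounds, cut at about 24% in these data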;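 further: cytokine-independent growth of Ba/F3 cells driven by EpoR plus mutant JAK2; 0% = DMSO-treated cells and 100% = JAK inhibitor I control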
eIF4E 4G PPI: eIF4E–eIF4G protein interaction inhibitors, primary screen, biochemical, uHTS, TR-FRET, eIF4GI fragment; Eukaryotic translation initiation factor 4E (Mus musculus) + Eukaryotic translation …; TR-FRET eIF4E-eIF4GI(517-606) binding, 2 h; inhibition, % at 21.7 µM; 0.37% of 220,000 active;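 active means inhibition above about 30%, limit read from the data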;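 further: 0% = full FRET control wells and 100% = background wells lacking eIF4GI fragment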
S1P4 antagonist: S1P4 receptor antagonists, primary screen, cell-based. S1P4-expressing cells, antagonist mode, reporter read-out. inhibition, % at 4.98 µM. 0.26% of 220,000 active. AID 1510, 2009; in the data active means inhibition above about 29%;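 further: 0% = wells stimulated with agonist and 100% = vehicle wells without agonist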
Target sequence (O95977 whole entry, looked up): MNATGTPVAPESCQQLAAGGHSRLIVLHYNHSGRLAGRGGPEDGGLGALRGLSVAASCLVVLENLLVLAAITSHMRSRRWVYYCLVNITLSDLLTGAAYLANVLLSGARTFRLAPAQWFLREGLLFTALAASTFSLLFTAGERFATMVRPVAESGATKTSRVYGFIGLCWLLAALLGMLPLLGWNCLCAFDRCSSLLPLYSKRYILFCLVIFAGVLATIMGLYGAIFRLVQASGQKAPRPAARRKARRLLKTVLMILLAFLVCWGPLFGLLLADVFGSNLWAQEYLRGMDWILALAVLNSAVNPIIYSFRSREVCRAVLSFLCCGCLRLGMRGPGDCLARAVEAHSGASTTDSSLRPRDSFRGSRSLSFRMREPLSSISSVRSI
PERK inhibitor: block of dimerizer-induced PERK translation repression, primary screen, PERK inhibitor project, CHO PERK-DD cells, SEAP luminescence, HTS; Eukaryotic translation initiation factor 2-alpha kinase 3 (Homo sapiens), Q9NZJ5; CHO PERK-DD fusion, SEAP luminescence translation reporter; inhibition, % at 5.6 µM; 0.17% of 220,000 active; AID 1416, 2008;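 active means inhibition above the mean inhibition of all tested compounds plus 3 SD, set separately per screening campaign, cut at about 2.9% in these data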;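 further: PERK kinase domain activated by AP20187 dimerizer at 100 nM; 0% = DMSO with dimerizer and 100% = rapamycin at 8.4 µM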
Wee1 degr inh: Wee1 degradation inhibitors, primary screen, cell-based, HeLa, Wee1K328M-luciferase, luminescence. HeLa Luc-Wee1K328M stability; 100% = proteasome inhibitor MG132 effect. Wee1-like protein kinase (Homo sapiens), P30291. AID 1321, 2008. 1.2% of 220,000 active. reporter increase, % at 5 µM;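 active means activation above the mean of all tested compounds plus 3 SD, set per screening run, cut at about 8.8% in these data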;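 further: cells exposed to compound for 20 h before luminescence read; 0% = DMSO alone and 100% = MG132 at 30 µM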
S1P4 agonist: S1P4 receptor agonists, primary screen, cell-based; activation, % at 4.98 µM; AID 1509, 2009; S1P4-expressing cell line, agonist reporter assay; Sphingosine 1-phosphate receptor 4 (Homo sapiens), O95977; 0.35% of 220,000 active; in the data active means activation above about 11%;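 further: 0% = DMSO vehicle and 100% = reference agonist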
NPY2 pot ag: NPY-Y2 potentiators or agonists, primary screen, cell-based | AID 1359, 2008 | activation, % at 3.6 µM | Neuropeptide Y receptor type 2 (Homo sapiens), P49146 | cells expressing NPY-Y2, potentiator/agonist read-out | 0.45% of 220,000 active; in the data active means activation above about 27%;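 further: cells stimulated with NPY near EC25 plus isoproterenol at EC100; 0% = vehicle plus submaximal agonist and 100% = vehicle plus saturating agonist; some results beyond the cut were filed as inactive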
Starred values were filed as active, the others as inactive; . = no result given; [ ] = remark or other dose.

Fields – BaF3 parental	Mdm2 ligase inh	Ba/F3 V617F tox	eIF4E 4G PPI	S1P4 antagonist	PERK inhibitor	Wee1 degr inh	S1P4 agonist	NPY2 pot ag
- COc1ccc(C(=O)NNc2cc(C)nc(NNC(=O)c3ccc(OC)cc3)n2)cc1
    4	-1	-4	0	-21	1.1	-1	0.7	7
- CC(C)(C)c1ccc(-c2nc(-c3ccncc3)no2)cc1
    4	-31	-1	0[fluorescence artefact?]	-17	0.4	0	1.6	-2
- CCn1c(SCC(=O)O)nnc1-c1ccc2[nH]c(C)c(C)c2c1
    -1	-4	-1	4	0	0.4	6	0.8	12
- CCN(CCNC(=O)c1ccc(CSc2nc3ccncc3[nH]2)cc1)c1ccccc1
    4	.	3	-1	7	0.2	-3	2.0	5
- COc1cc(NC(=O)c2cccs2)c(C(=O)OCC(=O)NCc2ccco2)cc1OC
    2	-16	0	-9	-11	-0.7	-1	0.4	4
- COC(=O)c1c(NC(=O)c2ccco2)sc(C(=O)N2CCCC2)c1C
    5	-10	3	5	1	-0.5	-1	0.1	2
- CCCCn1c(/N=C/c2ccc(N(C)C)cc2)nc2ccccc21
    -1	.	0	2	-14	-0.7	-3	1.4	-5
- CC(=O)Nc1cccc(Oc2cc(C#N)c(C#N)cc2N2CCCCCC2)c1
    7	-5	4	-1	-18	-1.1	-1	-0.6	-11
- CCCC(=O)c1cc2c(cc1NC(=O)c1cccs1)OCCO2
    6	5	1	-12	-6	0.8	0	1.5	-14
- COCCn1nc2cc(C(=O)NCc3cc(C(F)(F)F)cc(C(F)(F)F)c3)ccc2c1OC
    1	-10	-2	6	-5	0.5	-2	0.7	-2
- Cc1ccc(N2C(=O)N(CC(=O)c3cc(C)ccc3C)C(=O)C2C)cc1 (centres undefined)
    3	-11	-2	-5[fluorescence artefact?]	-19	-0.1	2	8.3	-2
- Cc1ccc(S(=O)(=O)N2CCCCC2)cc1NC(=O)COC(=O)CNC(=O)c1cc(Cl)cc([N+](=O)[O-])c1
    0	-8	2	1	12	0.1	-2	2.4	3
- COCCN(CCOC)S(=O)(=O)c1ccc(C(=O)Nc2nnc(CSC)o2)cc1
    4	-26	-1	-3	11	0.6	-1	-0.2	8
- COc1ccc(OC)c(N(CC(=O)Nc2cccnc2)S(=O)(=O)c2ccc(C)cc2)c1
    4	-46	-2	0	3	-1.5	1	-0.8	3
- CSCc1ccc(C(=O)Nc2cccc(C)c2C)cc1
    7	4	1	4[fluorescence artefact?]	-11	0.4	4	1.8	1
- C=CCOc1ccc(CNn2c(C)n[nH]c2=S)cc1OC
    -1	-14	-3	1[fluorescence artefact?]	7	1.0	1	2.5	-17
- O=C(Cn1c(=O)oc2cc(S(=O)(=O)N3CCCC3)ccc21)N1CCc2ccccc2C1
    6	-6	1	0	6	-0.4	-2	-2.8	3
- O=C(NC(=O)c1ccc(F)cc1F)Nc1ccc(Cl)cc1
    2	2	1	-5	14	1.6	-1	0.2	4
- O=C(Oc1nsnc1N1CCOCC1)N1CCCC1
    0	.	-5	.	-5	0.9	0	0.2	-2
- CCOc1ncccc1C(=O)OCC(=O)c1cc(C)n(Cc2ccco2)c1C
    1	-44	-1	17	3	0.1	4	-1.5	-2
- CCCC(=O)c1c[nH]c(C(=O)NCc2ccco2)c1
    0	-13	5	0	4	1.2	4	-0.4	7
- O=S(=O)(c1ccccc1)c1nc(-c2ccco2)oc1NCc1cccnc1
    11	-27	-2	-3	-8	0.1	6	-0.6	4
- NS(=O)(=O)c1ccc(CCNC(=O)CSc2nc3ccccc3c(=O)n2CCC(=O)N2CCCCC2)cc1
    7	1	-1	1	-4	0.4	-1	1.9	4
- CCCC(=O)Nc1nnc(-c2ccc(Cl)s2)o1
    6	-18	-2	3	-4	1.4	-2	0.5	0
- Cc1ccc(-n2nnnc2C(=Cc2ccc(N(C)C)cc2)c2nnnn2-c2ccc(C)cc2)cc1
    4	-9	2	-1[fluorescence artefact?]	8	0.0	-3	-3.2	-9
- Fc1cccc(/C=N/N=C/c2cccc(F)c2)c1
    6	-7	4	-1	-21	-0.3	1	0.4	-5
- O=C(c1ccc(Br)cc1)c1sc(N2CCOCC2)nc1-c1ccccc1
    0	-3	2	-4	1	0.5	-3	0.9	2
- COc1ccccc1-c1cc(C(=O)NCCc2ccccc2)no1
    1	1	-3	8[fluorescence artefact?]	-12	-1.0	3	-1.7	-26
- COC(=O)/C=C1/SC(=NC(=O)c2ccccc2)NC1=O
    3	-2	-1	2	-24	1.1	-2	-0.7	-3
- COc1cccc(N=Cc2c[nH][nH]c2=O)c1
    0	-11	-5	4[fluorescence artefact?]	6	0.6	1	-0.6	-10
- CC(C)c1cc(C(N)=O)c(NC(=O)c2cccc(COc3ccc(Cl)cc3)c2)s1
    2	-1	4	6	-6	0.8	0	-2.9	-7
- S=C(NC1CC2CCC1C2)N1CCN(c2cccc(Cl)c2)CC1 (centres undefined)
    2	-3	1	1	4	0.2	2	-0.2	1
- CCOc1ccc(CCNC(=O)C2CCCN(S(=O)(=O)c3c(C)n[nH]c3C)C2)cc1OCC (centres undefined)
    2	-8	-3	3[fluorescence artefact?]	0	0.7	-1	-0.3	13
- Cc1cccc(NN=C2c3ccccc3-c3ccccc32)c1
    5	-14	4	0	-5	0.8	0	2.6	8
- C=CCNC(=S)Nc1sc2c(c1C(=O)OCC)CC(C(C)C)OC2 (centres undefined)
    3	-12	-4	1	-17	-0.7	-2	-0.2	8
- COc1ccc(C2=NN(C(=O)CN3CCOCC3)C(c3nc4ccccc4[nH]3)C2)cc1 (centres undefined)
    -2	-5	-4	4	4	0.3	2	-0.4	-17
- O=C1C2C3CC(C(Br)C3Br)C2C(=O)N1c1ccccn1 (centres undefined)
    3	-13	3	12	-8	0.1	-2	2.4	-9
- O=C(NCCOC(=O)c1ccc([N+](=O)[O-])cc1)c1cccnc1
    5	-4	2	-1	0	0.6	3	0.8	-6
- COc1cc(NS(=O)(=O)c2ccc(NC(=S)NC(=O)COc3ccccc3OC)cc2)nc(OC)n1
    9	.	-2	-2	-4	1.5	0	1.3	9
- CCOC(=O)NC(CC(=O)O)c1ccc(OC)cc1 (centres undefined)
    2	-9	-3	3	-10	1.0	0	1.1	10
- Cc1nnsc1C(=O)N/N=C/c1ccccc1Cl
    -1	-11	-2	-1	-6	-0.3	3	0.0	5
- COc1ccc(C(C(=O)NC(C)(C)C)N(Cc2cccs2)C(=O)CCC(=O)Nc2cc(C)on2)cc1 (centres undefined)
    5	0	1	-1	-8	-0.9	1	-1.9	3
- C[C@@H](C(=O)Nc1nc(-c2ccccn2)cs1)N1C(=O)C2CCCCC2C1=O (some centres undefined)
    0	-5	-3	14[fluorescence artefact?]	8	-0.8	2	-0.8	10
- CCN(CC)C(=S)NC(=O)c1cccnc1
    5	-2	-4	-1	-1	0.2	3	-0.4	10
- COc1ccc(C)c(-n2c(N)cc(=O)n(Cc3ccccc3)c2=O)c1
    -3	-18	-1	-1	-9	0.3	3	2.1	1

Complete entries from above. Screens in order: BaF3 parental	Mdm2 ligase inh	Ba/F3 V617F tox	eIF4E 4G PPI	S1P4 antagonist	PERK inhibitor	Wee1 degr inh	S1P4 agonist	NPY2 pot ag
Record of C[C@@H](C(=O)Nc1nc(-c2ccccn2)cs1)N1C(=O)C2CCCCC2C1=O (some centres undefined) : 0	-5	-3	14[fluorescence artefact?]	8	-0.8	2	-0.8	10
Record of Cc1nnsc1C(=O)N/N=C/c1ccccc1Cl : -1	-11	-2	-1	-6	-0.3	3	0.0	5
Record of COc1ccc(C)c(-n2c(N)cc(=O)n(Cc3ccccc3)c2=O)c1 : -3	-18	-1	-1	-9	0.3	3	2.1	1
Record of S=C(NC1CC2CCC1C2)N1CCN(c2cccc(Cl)c2)CC1 (centres undefined) : 2	-3	1	1	4	0.2	2	-0.2	1
Record of COc1ccc(C2=NN(C(=O)CN3CCOCC3)C(c3nc4ccccc4[nH]3)C2)cc1 (centres undefined) : -2	-5	-4	4	4	0.3	2	-0.4	-17

(cont.)
Fields – BaF3 parental	Mdm2 ligase inh	Ba/F3 V617F tox	eIF4E 4G PPI	S1P4 antagonist	PERK inhibitor	Wee1 degr inh	S1P4 agonist	NPY2 pot ag
- COc1ccc(N(C)S(=O)(=O)c2cccc(C(=O)N(C)Cc3ccc(C)o3)c2)cc1
    7	-1	0	0	-1	0.8	0	0.6	-14
- NC(=O)c1cc(Br)cc(C2CCCCC2)c1O
    1	-5	1	6	-4	1.3	1	0.6	18
- COc1cc2c(cc1O)[C@H](Cc1ccc(Oc3cc(C[C@@H]4NCCc5cc(OC)c(O)cc54)ccc3O)cc1)NCC2
    6	.	2	2[fluorescence artefact?]	-13	0.1	4	-0.1	-3
- NS(=O)(=O)c1ccc(NC(=S)NC2CCCC2)cc1
    -2	-1	1	16	-8	1.6	2	-0.2	7
- CCN(CC)CCN(C(=O)c1ccc([N+](=O)[O-])cc1)c1nc2ccc(OC)cc2s1
    4	-2	2	-2	-10	1.2	-1	1.4	4
- CC(C)c1csc(CN2CCN(Cc3ccccc3)C(CCO)C2)n1 (centres undefined)
    1	-23	-1	2	10	2.0	2	-1.6	1
- CCN(CC)S(=O)(=O)c1ccc(N2CCCCC2)c(NC(=O)c2ccncc2)c1
    2	-2	0	0	-24	-0.1	-3	0.9	5
- Cc1ccc(S(=O)(=O)N/N=C/c2cn(C)nc2C)cc1
    3	3	-2	-2	-3	0.5	0	-3.1	-8
- COc1ccc(NC(=O)O/N=C/c2ccncc2)cc1
    -6	8	-4	6	-8	0.8	0	-0.1	21
- Cc1ccc(C(=O)OC2CCOC2=O)cc1NC(=O)c1ccco1 (centres undefined)
    3	-4	-2	-2[fluorescence artefact?]	-19	0.2	-2	0.1	13
- CCN(CC)C(=O)CSc1nc2ccccc2c(=O)n1CCC(=O)NCc1ccc(F)cc1
    4	14	-2	2[fluorescence artefact?]	-2	0.9	-1	-1.0	11
- Cc1cc(=O)oc2cc(OCC(=O)Nc3nnc(C4CC4)s3)ccc12
    -16	.	-3	-14	-7	1.2	1	-0.3	10

Some values from the entries so far.
Under Ba/F3 V617F tox, `CCN(CC)S(=O)(=O)c1ccc(N2CCCCC2)c(NC(=O)c2ccncc2)c1` is listed with 0
Under BaF3 parental, `COc1ccc(NC(=O)O/N=C/c2ccncc2)cc1` is listed with -6

From PubChem
